MEKK3 PB1 HTS = modulators of MEKK3-MEK5 PB1 binding, primary screen, biochemical, wildtype MEKK3, multiplex bead flow cytometry, Alexa488-MEK5; Mitogen-activated protein kinase kinase kinase 3 (Homo sapiens), Q99759; bead-based flow cytometry, Alexa488-MEK5 binding to MEKK3; actives lie on both sides; 0 = blocked by unlabeled MEK5, 100 = vehicle; binding response (% of control), % at 10 µM; 1.4% of 290,000 active; AID 1529, 2009;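 active = binding response more than 3 SD above or below the average of its plate-row segment, actives on both sides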;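 also: Alexa488 bead fluorescence after subtracting the streptavidin-only scavenger bead signal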
Target sequence (Q99759 whole entry, looked up): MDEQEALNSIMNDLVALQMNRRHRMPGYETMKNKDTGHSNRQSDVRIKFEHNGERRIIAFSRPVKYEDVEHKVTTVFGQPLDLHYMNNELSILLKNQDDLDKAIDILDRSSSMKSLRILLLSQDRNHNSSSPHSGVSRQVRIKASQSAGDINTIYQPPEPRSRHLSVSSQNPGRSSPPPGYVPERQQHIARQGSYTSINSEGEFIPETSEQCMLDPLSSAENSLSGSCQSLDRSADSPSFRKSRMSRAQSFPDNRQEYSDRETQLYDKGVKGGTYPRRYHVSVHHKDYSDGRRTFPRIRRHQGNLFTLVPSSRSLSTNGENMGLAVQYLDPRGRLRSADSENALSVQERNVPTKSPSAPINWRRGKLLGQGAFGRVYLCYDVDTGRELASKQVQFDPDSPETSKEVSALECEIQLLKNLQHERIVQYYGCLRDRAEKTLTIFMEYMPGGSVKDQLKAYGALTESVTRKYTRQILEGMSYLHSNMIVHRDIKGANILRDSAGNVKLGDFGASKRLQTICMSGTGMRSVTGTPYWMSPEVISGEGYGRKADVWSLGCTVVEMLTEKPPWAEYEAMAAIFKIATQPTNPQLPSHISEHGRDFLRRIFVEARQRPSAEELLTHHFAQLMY
UBC9 SUMO inh = inhibitors of in vitro SUMOylation cascade, primary screen, biochemical, HTRF, uHTS; inhibition, % at 35 µM; 0.36% of 290,000 active; HTRF SUMOylation assay, SAE1/SAE2 + UBC9; AID 2006, 2009; in the data active = inhibition above about 50%, passing the limit was not always enough; also: strong numbers were not always called active
Target sequence (P63279 whole entry, looked up): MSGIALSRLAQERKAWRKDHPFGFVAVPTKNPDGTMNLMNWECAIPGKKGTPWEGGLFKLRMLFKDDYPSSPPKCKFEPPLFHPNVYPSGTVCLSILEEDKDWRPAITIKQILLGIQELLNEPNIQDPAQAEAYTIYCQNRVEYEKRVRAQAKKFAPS
NALP1 yeast inh = NALP1 inflammasome inhibitors in reconstituted yeast, colorimetric, S. cerevisiae, triplicate retest; AID 2071, 2009; inhibition, % at 10 µM; 0.61% of 280,000 active; S. cerevisiae NALP1/ASC/caspase-1 growth, X-gal OD620, 72 h; in the data active = inhibition mostly above about 24%, no sharp cut-off; inactive = mostly below about 32%; also: some compounds called inactive have numbers as strong as hits
MEKK2 WT-MEK5 = modulators of MEK5 binding to wildtype MEKK2, primary screen, biochemical, multiplex bead flow cytometry, Alexa488-MEK5 | AID 1531, 2009 | 1.1% of 290,000 active | binding response (% of control), % at 10 µM | Alexa488-MEK5 binding to MEKK2 WT; actives lie on both sides | Mitogen-activated protein kinase kinase kinase 2 (Homo sapiens), Q9Y2U5; in the data active = binding response below about 67% or above about 130%
PfM18AAP inh = PfM18AAP inhibitors, malaria aminopeptidase, primary screen, biochemical, QFRET, recombinant enzyme | 1.2% of 290,000 active | inhibition, % at 7.35 µM | AID 1822, 2009 | H-Glu-NHMec fluorogenic cleavage;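 active = inhibition above the campaign mean inhibition over all tested compounds plus 3 SD, cut at about 28% in these data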;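 also: 0% = plate median of test compound wells and 100% = 2 mM ZnCl2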
IDE inh = human IDE inhibitors in live cells, primary screen, fluorescence polarization, HEK cells, FAbetaB substrate; Insulin-degrading enzyme (Homo sapiens), P14735; FAbetaB cleavage; inhibition, % at 5.59 µM; 0.41% of 320,000 active;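 active = percent inhibition above the average of all tested compounds plus 3 SD, set per screening campaign, cut at about 16% in these data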;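 also: IDE supplied by intact live HEK cells; FP after avidin binding of uncleaved biotin substrate so inhibition keeps polarization high; 0% = DMSO wells and 100% = 60 µM reference IDE inhibitor Ii1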
IDE cell activ = human IDE activators in live cells, primary screen, fluorescence polarization, HEK cells, FAbeta-B substrate. AID 493087, 2011. 0.073% of 340,000 active. Insulin-degrading enzyme (Homo sapiens), P14735. activation, % at 5.96 µM. FAbeta-B cleavage; 0% vehicle, 100% cell-free pure enzyme wells;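 active = activation above the mean of all tested compounds plus 3 SD, set per screening campaign, cut at about 17% in these data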
p-CIP stab down = p/CIP-EGFP fusion destabilizers, primary screen, fluorescence, F442A cells | 16 h | decrease of EGFP signal, % at 10 µM | 0.01% of 290,000 active | Q05BA5 | AID 1984, 2009;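 active = EGFP signal decrease of at least 30% at 10 µM or well 3 SD below plate mean, unless failing retest; inactive = the rest, including hits failing retest or dose response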; also: some compounds called inactive have numbers as strong as hits; many of its hits are not listed in these tables
MEKK2 mut-MEK5 = MEK5 binding signal on mutant MEKK2 PB1, primary screen, biochemical, multiplex bead flow cytometry, Alexa488-MEK5; Alexa488-MEK5 binding to MEKK2 mutant; percent response, % at 10 µM; 0.35% of 290,000 active; in the data active = percent response above about 24%, passing the limit was not always enough; also: inactives centre near 1; some results filed as inactive read as strong as hits; reference of the scale not given here
Active calls of the source: *; . = no result given; [ ] = another dose, or the depositor's remark.

SMILES	MEKK3 PB1 HTS	UBC9 SUMO inh	NALP1 yeast inh	MEKK2 WT-MEK5	PfM18AAP inh	IDE inh	IDE cell activ	p-CIP stab down	MEKK2 mut-MEK5
CC1=C(C(=O)OCCOC(C)C)C(c2cc3c(cc2Br)OCO3)C2=C(CCCC2=O)N1 (stereo unspecified)	100	10	11	99	4	-1	-4	5	-2
COc1ccc(N2CCN(C(c3cccc(OC)c3OC)c3nnnn3C3CCCC3)CC2)cc1 (stereo unspecified)	101	2	32	103	-4	-1	-4	-17	4
CCc1ccc(NC(=O)N(Cc2cccnc2)Cc2ccco2)cc1	99	18	4	103	4	4	1	-14	7
O=C(CSc1n[nH]c(-c2ccncc2)n1)Nc1ccccn1	106	11	.	102	-12	0	-3	-8	11
COc1cc(C(=O)NNC(=O)c2ccco2)cc(OC)c1OC	98	14	6	97	7	0	-3	-4	3
CC(C)CN(C(=O)COC(=O)Cc1n[nH]c(=O)c2ccccc12)C1CCS(=O)(=O)C1 (stereo unspecified)	99	11	0	93	0	-2	0	-18	-4
O=C(O)c1ccc(Nc2nc(-c3cccnc3)cs2)cc1O	113	21	22	106	10	6	3	-11	14
COc1cccc(-c2c(C(=O)N/N=C/c3ccco3)nnn2-c2nonc2N)c1	100	10	3	100	7	4	2	-10	4
O=C(Nc1ccc(Cl)c(Cl)c1)c1cccc(S(=O)(=O)NCc2cccnc2)c1	105	-14	26	98	1	9	2	-4	19
CCCCNC(=O)c1cc(-c2ccc3c(c2)OCO3)on1	108	23	-6	111	2	-3	0	-2	13
O=C(N=Nc1c(O)[nH]c2ccccc12)c1ccco1	99	-18	-2	95	4	7	1	-14	-3
Cc1ccc2c(CN3CCC(C)CC3)cc(=O)oc2c1C	105	-1	14	107	-6	.	0	-3	13
Nc1cc([N+](=O)[O-])ccc1Nc1ccccc1	75	-17	23	72	12	3	2	-4	-21
Cc1c(NC(=O)NCc2ccccc2)c(=O)n(-c2ccccc2)n1C	105	-3	16	102	-10	1	-2	5	8
Nc1cc(S(=O)(=O)Nc2cc(Cl)ccc2Cl)ccc1N1CCCC1	36*[inhibitor]	-1	11	40*[inhibitor]	16	4	1	-24	-21
CS(=O)(=O)Nc1ccc(C(=O)Nc2ccccc2C(=O)NCc2ccco2)cc1	104	6	12	109	4	-2	3	10	7
CCOc1ccc(NC(=O)CC2C(=O)NCCN2C(=O)c2ccc(Cl)cc2)cc1 (stereo unspecified)	110	6	-6	111	-3	3	-2	-6	2
CSc1cccc(NC(=S)N2CCCN(Cc3ccc(F)cc3)C2)c1	96	0	-5	104	6	1	-3	-5	-3
O=c1c2cc(-c3ccccc3)sc2ncn1-n1cccc1	93	4	22	95	10	2	2	-13	-1
COc1ccc(-c2cc(CNC(=O)CN(C)Cc3ccccc3)on2)cc1	.	-8	23	.	-14	1	3	-10	.
CCCNC(=O)C1(CC2CC(c3ccccc3)=NO2)CCN(C(=O)CCCCCBr)CC1 (stereo unspecified)	104	.	.	99	.	8	2	.	1
O=c1c(-c2nc3ccccc3s2)cccn1Cc1ccc(Cl)c(Cl)c1	99	-2	32	93	-5	-7	7	-4	-4
O=C1CC(c2ccc(Cl)cc2)CC(O)=C1C=NCCN1CCNCC1 (stereo unspecified)	108	2	17	109	-4	0	.	-16	7
COc1ccc(CCNC(=S)N2CCN(S(=O)(=O)c3ccc(Cl)cc3)CC2)cc1	103	0	-2	109	4	2	-1	-17	8
CCOC(=O)C(NC(=O)c1ccc(OC)cc1)(N1CCCC1=O)C(F)(F)F (stereo unspecified)	98	-4	36	97	-7	-2	-3	-9	-2

An excerpt from above, showing only MEKK3 PB1 HTS, MEKK2 mut-MEK5 and PfM18AAP inh:
canonical_smiles,MEKK3 PB1 HTS,MEKK2 mut-MEK5,PfM18AAP inh
COc1cccc(-c2c(C(=O)N/N=C/c3ccco3)nnn2-c2nonc2N)c1,100,4,7
CCCNC(=O)C1(CC2CC(c3ccccc3)=NO2)CCN(C(=O)CCCCCBr)CC1 (stereo unspecified),104,1,.

More entries:
SMILES	MEKK3 PB1 HTS	UBC9 SUMO inh	NALP1 yeast inh	MEKK2 WT-MEK5	PfM18AAP inh	IDE inh	IDE cell activ	p-CIP stab down	MEKK2 mut-MEK5
CCC(C)(C)c1ccc(OCC(=O)Nc2ccncc2)cc1	103	-14	18	104	6	-5	7	-12	-2
CCOC(=O)c1c(NC(=O)N/N=C/c2ccc(O)c(OC)c2)sc(C(C)=O)c1C	69	19	.	65	-9	2	.	-5	-27
Cc1ccc(-n2c(C3CC3c3ccc(Cl)cc3)n[nH]c2=S)cc1 (stereo unspecified)	103	8	-4	103	-3	6	-24	-12	2
CCc1c(C)sc(NC(=S)N2CCN(C(=O)C3CCCO3)CC2)c1C(=O)OC (stereo unspecified)	98	-13	4	94	5	.	-2	8	-2
O=C1CCCN1CCC1CCN(C2CC(=O)N(c3ccc(F)cc3)C2=O)CC1 (stereo unspecified)	92	22	12	95	3	-2	1	-23	-6
Cc1nnc(SCCn2c(N3CCN(C)CC3)nc3c2c(=O)[nH]c(=O)n3C)s1	93	32	10	94	-6	-5	-1	-12	-4
COc1ccc(NC(=O)c2ccccc2)cc1NS(=O)(=O)c1ccc(F)cc1	100	7	8	100	2	7	4	-10	-2
Cc1c(NC(=O)COC(=O)C2(c3ccccc3F)CCCC2)c(=O)n(-c2ccccc2)n1C	100	8	-1	97	-3	4	-4	-9	-2
Cc1ccc(CN2C(=O)C(=O)N(CC(N)=O)C2=O)cc1	102	22	8	103	-9	4	-4	-7	1
N#C/C(=C\Nc1ccccn1)S(=O)(=O)c1ccc(Cl)cc1	108	4	-25	108	2	-4	4	-5	6
CCOC(=O)c1c(C)[nH]c(C(=O)COC(=O)/C=C/c2ccc3c(c2)OCO3)c1C	101	15	35	103	-2	-1	2	-4	4
COc1ccc(CN(C(=O)c2ccc(CN3CCOCC3)o2)C(C(=O)NCC2CCCO2)c2ccc(F)cc2)cc1 (stereo unspecified)	84	0	2	91	-9	-3	5	20	-16
CCOC(=O)C1(Cc2ccc(OC)cc2)CCN(C(=O)c2ccc3[nH]ccc3c2)CC1	100	2	-4	98	-8	4	0	4	-9
COC(=O)c1ccc(C2C(Oc3ccccc3C)C(=O)N2CCc2ccc(OC)c(OC)c2)cc1 (stereo unspecified)	98	-6	12	95	-3	0	-2	-34	-3
COc1ccc(CNC(=O)CN(C)S(=O)(=O)c2ccc3c(c2)c(=O)n(C)c(=O)n3C)cc1	100	7	18	103	-10	-4	3	1	3
Cc1nn(C)c(C(=O)Nc2cccc(Nc3ccccc3)c2)c1[N+](=O)[O-]	101	6	-7	102	-6	-9	0	8	5
Cc1ccsc1C(=O)C1CCCN(Cc2cn(C)nc2-c2ccccc2)C1 (stereo unspecified)	104	-13	-18	107	8	3	2	2	4
C=CCOC(=O)C1C(=O)CC(C)(O)C(C(=O)OCC=C)C1c1ccc(N(C)C)cc1 (stereo unspecified)	96	5	-7	95	12	-3	4	-2	-3
CCNC(=O)N1CCCC(C(=O)c2ccc3cc(OC)ccc3c2)C1 (stereo unspecified)	98	25	-12	96	0	-6	-1	-6	-4
Cc1ccc(C(=O)NCCCNC(=O)c2ccccc2F)cn1	99	7	4	104	-2	5	6	-5	5
CC(=O)Nc1nnc(Cc2c[nH]c3ccccc23)s1	98	13	-2	94	-6	-1	0	14	-4
COc1ccc(S(=O)(=O)NC(C)C(=O)NCc2ccccn2)cc1Cl (stereo unspecified)	93	-9	9	90	-4	-1	-1	-3	-9
CCOC(=O)C(CC)Sc1nnc(COc2ccc(C)cc2)n1-c1ccccc1 (stereo unspecified)	94	-18	-2	103	-10	5	3	5	-2
Cc1nn(Cc2ccc(Cl)cc2)c(C)c1NC(=O)c1cc(-c2ccco2)on1	.	-17	26	.	-18	6	6	8	.
CCOc1ccc2c(c1)-c1c(ssc1=S)C(C)(C)N2C	102	-12	-10	102	33*	5	-6	0	4

Next section:
SMILES	MEKK3 PB1 HTS	UBC9 SUMO inh	NALP1 yeast inh	MEKK2 WT-MEK5	PfM18AAP inh	IDE inh	IDE cell activ	p-CIP stab down	MEKK2 mut-MEK5
COc1ccc(N2CC(C(=O)Nc3ccc(N4CCOCC4)cc3)CC2=O)cc1 (stereo unspecified)	101	-11	36	103	0	1	-3	3	3
COC(=O)c1cc(COc2ccc3c4c(c(=O)oc3c2)CCCC4)c(C)o1	.	15	4	.	-1	2	-1	-2	.
CCC(=O)N(Cc1cc2cc(OC)ccc2[nH]c1=O)c1ccc(C)cc1C	96	10	25	96	-7	3	-1	8	-4
COc1ccc(NC(=O)N2CCC(n3nnc4cc(C)ccc43)CC2)cc1	103	4	1	100	-2	7	-3	3	3
CC(C)(C)c1ccc(OC(=O)c2ccc3snnc3c2)cc1	100	9	23	104	-5	2	0	0	-1
CC(=O)N1CCc2cc(S(=O)(=O)CCC(=O)NCc3ccc(C)o3)ccc21	100	0	-3	99	-5	4	4	6	-5
CCOc1cc(C(=O)Nc2ncn[nH]2)cc(OCC)c1OCC	105	1	4	103	1	-2	0	-4	3
Cc1occc1-c1nnc(SCC(=O)NC2CCCC2)n1C	103	0	12	98	-11	-5	-7	-12	2
Cc1ccnc(NC(=O)CCC(=O)N(CC(=O)NC(C)(C)C)c2ccc3c(c2)OCCO3)c1	103	16	8	101	-8	1	5	3	0
CC(C)c1ccc(S(=O)(=O)N2CCCCC2)cc1	100	13	6	101	-2	-5	-1	2	-1
CN(C)C/C=C/C(O)(c1ccccc1)c1ccccc1	101	15	-9	104	4	-3	10	2	3
CCC(C)(C)NC(=O)C(c1ccccc1)N(Cc1cccnc1)C(=O)c1csnn1 (stereo unspecified)	110	8	1	96	3	3	2	2	1
c1ccc(CN2CCN(Cc3cn4cccnc4n3)CC2)cc1	63	0	-2	59	1	1	0	-6	-16
CCOC(=O)N1CCN(C(=O)C(=O)NNC(=O)COc2ccc(Cl)c(C)c2)CC1	64	7	5	87	12	8	3	-1	-2
COc1cccc(C(C(=O)NC2CCCCC2)N(C(=O)c2ccccn2)c2cccnc2)c1 (stereo unspecified)	106	11	-2	103	2	2	-3	-27	-40
CC(C)(C)c1ccc(C(=O)NCCOc2ccccc2F)cc1	99	-7	12	100	-4	3	3	4	-1
O=C(CC1C(=O)NCCN1Cc1ccc(F)cc1)NCCOc1cccnc1 (stereo unspecified)	103	3	8	108	-4	4	-5	-6	11
O=C(Nc1ccccc1)NC1(C(=O)N2CCC(O)CC2)CCCCC1	96	-7	18	95	-5	2	2	4	-7
Cc1nc(SCCO)c([N+](=O)[O-])[nH]1	97	2	-13	96	5	-1	8	3	-1
CCCCc1nc2n[nH]c(N)c2c2c1CCCC2	110	3	-8	108	0	5	2	-9	8
CCOC(=O)C1CCN(c2c(N3CCN(Cc4ccccc4)CC3)c(=O)c2=O)CC1	118	27	3	118	0	0	6	-2	16
O=C(Nc1ccc2nc(-c3ccccn3)[nH]c2c1)C1CCCCC1	97	7	23	97	9	2	-1	-1	-2
COc1cc(/C=N\NS(=O)(=O)c2ccccc2)cc(OC)c1OC	94	-14	2	100	4	5	2	-3	3
Cc1cccc(Nc2ncccc2C(=O)NCc2cccs2)c1C	103	-19	-1	104	0	5	0	-7	2
CCCCN(C)CCNC(=O)CN1C(=O)CSc2ccc(S(=O)(=O)N3CCCCC3)cc21	96	.	11	100	8	-1	3	8	-2

Screens (PubChem)

An excerpt, so the mix of outcomes need not match the whole.
